HTRA1 inh: inhibitors of human serine peptidase HTRA1 | hit rate 0.5% among 340,000 | Q92743 | inhibition, % at 5.96 µM | AID 504803 | recombinant HTRA1, FP-rhodamine activity-based probe, fluorescence polarization; in the data active = inhibition above about 36%;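 also: 0% = enzyme with DMSO and 100% = wells lacking enzyme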
SIAE inh: inhibitors of human sialic acid acetylesterase SIAE. SIAE FP-Rh probe binding, fluorescence polarization. inhibition, % at 9.66 µM. hit rate 0.69% among 370,000;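 active = inhibition above a cutoff: mean of compounds within the control limits plus 3 SD of those, cut at about 17% in these data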;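 also: 0% = plate median of compound wells and 100% = probe without SIAE protein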
NPR1 activator: GC-A (human) enzyme activation. AID 1671463. HEK293 GC-A cells, cGMP TR-FRET, EC30 ANP; 0% at EC30 ANP, 100% saturating ANP. activation, % at 10 µM. hit rate 0.14% among 370,000; in the data active = activation above about 40%
rCAG RNA binder: molecules binding r(CAG) RNA repeats; r(CAG) RNA repeat, TO-PRO-1 dye displacement fluorescence; inhibition, % at 3 µM; hit rate 1.3% among 370,000; AID 651821;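 active = inhibition above the plate cutoff, the mean of all test compounds on that plate plus 3 SD, cut at about 35% in these data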;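 also: 0% = DMSO alone and 100% = 100 µM mitoxantrone as full dye displacement; higher means more dye released from RNA so lower well fluorescence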
TCR CD3 inh: blocks the human TCR-CD3 interaction; TAMRA-labeled TCR probe fluorescence, biochemical; inhibition, % at 9.4 µM; hit rate 0.37% among 360,000; in the data active = inhibition above about 19%;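 also: recombinant mutant TCR 2C K166C tagged with TAMRA read by polarization; 0% = receptor in buffer alone and 100% = receptor with positive control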
MBD2 inh: blocks human MBD2 binding to methylated DNA | Q9UBB5 | TR-FRET, MBD2 binding to methylated oligonucleotide | inhibition, % at 4.4 µM | hit rate 0.31% among 370,000 | AID 686964; in the data active = inhibition above about 13%
mABHD4 FP: inhibitors of mouse ABHD4; Q8VD66; purified mABHD4, FP-Rh probe fluorescence polarization; inhibition, % at 8.92 µM; hit rate 0.54% among 370,000;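 active = inhibition exceeding the mean over every tested compound plus 3 SD, cut at about 30% in these data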;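 also: 0% = plate median of compound wells and 100% = S159A mutant with DMSO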
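Test system: mABHD4 protein | Buffer or medium: HEPES pH 7.0 buffer, 150 mM NaCl, 0.01% Pluronic F-127 | Probe or stimulus: FP-Rh fluorescent activity-based probe, added after compound pre-incubation | Timing: Pre-incubation 45 min, probe exposure 60 min, at 25 °C | Technique: Fluorescence polarization, excitation 525 nm, emission 598 nm, BODIPY TMR filters | Repeats: Single well per compound (singlicate)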
UHRF1 MBD2 ctr: UHRF1 methyl-DNA binding inhibition; UHRF1 binding to methylated oligo, TR-FRET; Q96T88; AID 687016; inhibition, % at 4.4 µM; hit rate 0.75% among 370,000; in the data active = inhibition above about 21%;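 also: UHRF1 SRA domain binding a hemimethylated CpG hairpin DNA probe; 0% = median of test compound wells and 100% = reference inhibitor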
PRMT1 FP inh: inhibitors of human PRMT1 | Q99873 | recombinant PRMT1, activity-based probe fluorescence polarization | inhibition, % at 2.79 µM | hit rate 1.3% among 370,000 | AID 652257;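 active = inhibition above about 21% made by adding two undisclosed values, limit read from the data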
NPR2 activator: GC-B (human) receptor activation. HEK293-GC-B cells, CNP EC30, cGMP TR-FRET; 0% at EC30 CNP, 100% saturating CNP. activation, % at 10 µM. hit rate 0.11% among 370,000. AID 1920062;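 active = activation at 10 µM reaching about 35% in either raw or pattern-adjusted values, limit read from the data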
Target sequence (P20594 whole entry, looked up): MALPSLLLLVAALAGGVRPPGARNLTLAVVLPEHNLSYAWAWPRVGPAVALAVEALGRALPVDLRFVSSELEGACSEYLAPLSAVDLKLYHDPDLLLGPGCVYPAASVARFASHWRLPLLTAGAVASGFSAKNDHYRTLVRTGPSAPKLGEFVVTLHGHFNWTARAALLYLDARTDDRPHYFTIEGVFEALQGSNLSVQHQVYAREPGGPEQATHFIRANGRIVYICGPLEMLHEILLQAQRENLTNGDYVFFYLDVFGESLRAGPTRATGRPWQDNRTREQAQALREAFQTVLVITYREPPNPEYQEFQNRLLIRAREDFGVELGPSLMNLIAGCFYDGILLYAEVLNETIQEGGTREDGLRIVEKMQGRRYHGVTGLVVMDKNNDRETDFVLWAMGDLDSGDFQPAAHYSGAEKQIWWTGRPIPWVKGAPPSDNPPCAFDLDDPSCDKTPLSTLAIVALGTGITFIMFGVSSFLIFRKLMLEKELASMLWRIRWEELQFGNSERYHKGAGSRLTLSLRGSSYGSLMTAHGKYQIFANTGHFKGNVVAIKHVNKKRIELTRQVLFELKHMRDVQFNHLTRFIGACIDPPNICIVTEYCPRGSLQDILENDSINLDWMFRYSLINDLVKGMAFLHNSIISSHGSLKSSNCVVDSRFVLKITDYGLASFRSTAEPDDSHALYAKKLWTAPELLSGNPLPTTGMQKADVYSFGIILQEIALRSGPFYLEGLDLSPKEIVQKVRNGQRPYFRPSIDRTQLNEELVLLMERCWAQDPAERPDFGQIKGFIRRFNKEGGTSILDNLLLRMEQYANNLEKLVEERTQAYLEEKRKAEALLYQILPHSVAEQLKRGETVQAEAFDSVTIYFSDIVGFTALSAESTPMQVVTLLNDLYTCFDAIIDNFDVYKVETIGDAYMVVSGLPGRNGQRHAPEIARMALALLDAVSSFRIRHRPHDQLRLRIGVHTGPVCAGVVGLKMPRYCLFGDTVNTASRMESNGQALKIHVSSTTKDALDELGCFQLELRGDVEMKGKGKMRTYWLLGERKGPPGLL
Active calls of the source: *; . = not tested or not shown.

No.	SMILES	HTRA1 inh	SIAE inh	NPR1 activator	rCAG RNA binder	TCR CD3 inh	MBD2 inh	mABHD4 FP	UHRF1 MBD2 ctr	PRMT1 FP inh	NPR2 activator
1	O=C(COC(=O)CCc1nc2ccccc2c(=O)[nH]1)Nc1ccc(N2CCOCC2)cc1	-4	1	-2	2	-2	-3	3	2	-3	-2
2	COc1ccc(NC(=O)c2c(C(F)(F)F)nn(C)c2SCc2ccccc2)cc1	-14	1	1	-3	5	0	-3	-1	-3	-2
3	Cc1[nH]c2ccccc2c1/C=N/NC(=O)C1CC1(c1ccccc1)c1ccccc1 (stereo not given)	0	27*	-1	18	-6	1	-2	2	3	2
4	Cc1ccc(S(=O)(=O)N2CCN(c3nn(C)c(=O)n(C)c3=O)CC2)cc1C	-7	2	0	3	-3	3	7	0	3	-6
5	COc1cccc(N(C(=O)c2sc(C)nc2C)C(C(=O)NCC2CCCO2)c2ccccc2)c1 (stereo not given)	1	-1	-2	-1	11	0	5	0	0	-4
6	CCn1c(SCc2ccc(C(=O)O)cc2)nnc1-c1ccc(Cl)cc1	-1	0	-1	2	9	2	-4	-1	1	-3
7	COc1ccc(Cl)cc1-c1cc(C(=O)NC2CCCCC2)[nH]n1	.	-1	38	1	-7	-1	-10	-1	-4	23
8	CSCCCNC(=O)c1ccc(OC2CCN(C(=O)c3cccnc3)CC2)cc1	11	2	3	-8	4	1	-5	1	1	4
9	CC(C)(C)NS(=O)(=O)c1ccc(CCC(=O)O)cc1	2	-5	1	-1	3	0	4	4	-1	-5
10	CC(Oc1ccc(C(C)(C)C)cc1)C(=O)NCC(c1ccco1)N1CCCC1 (stereo not given)	-15	2	-4	1	1	0	-6	2	9	1
11	CNC(=O)C1(C)CCN1C(=O)Cc1ccc(C(C)C)cc1 (stereo not given)	.	6	0	2	2	0	0	-1	-2	0
12	COc1ccc(Cc2nc(-c3ccc(-n4cccc4)cc3)no2)cc1	-3	7	2	0	-1	-6	3	0	-3	2
13	CC(=O)Nc1ccc(-c2ccnc3c2CC(C(=O)Nc2ccc4c(c2)OCO4)O3)cc1 (stereo not given)	.	-5	-4	4	1	3	2	-1	2	2
14	Cc1ccc(/C=C(\C#N)C(=O)N2CCCC2)c(C)c1	-5	3	2	-2	6	-3	3	-3	-1	2
15	CCOc1nnc(C)c2c(C)n(-c3ccc(Cl)cc3)nc12	-6	-4	3	-1	3	2	5	-2	2	-4

Single records, from the list above.
Record of CC(=O)Nc1ccc(-c2ccnc3c2CC(C(=O)Nc2ccc4c(c2)OCO4)O3)cc1 (stereo not given) : HTRA1 inh: .; SIAE inh: -5; NPR1 activator: -4; rCAG RNA binder: 4; TCR CD3 inh: 1; MBD2 inh: 3; mABHD4 FP: 2; UHRF1 MBD2 ctr: -1; PRMT1 FP inh: 2; NPR2 activator: 2
Record of COc1ccc(Cc2nc(-c3ccc(-n4cccc4)cc3)no2)cc1 : HTRA1 inh: -3; SIAE inh: 7; NPR1 activator: 2; rCAG RNA binder: 0; TCR CD3 inh: -1; MBD2 inh: -6; mABHD4 FP: 3; UHRF1 MBD2 ctr: 0; PRMT1 FP inh: -3; NPR2 activator: 2

Additional records follow:
No.	SMILES	HTRA1 inh	SIAE inh	NPR1 activator	rCAG RNA binder	TCR CD3 inh	MBD2 inh	mABHD4 FP	UHRF1 MBD2 ctr	PRMT1 FP inh	NPR2 activator
16	CCOc1ccc(S(=O)(=O)N2CCC(C(=O)NCc3ccco3)CC2)cc1C	-7	8	4	1	9	0	-5	-3	-3	1
17	COc1ccc2oc(=O)c(C(=O)N3CCN(C(=O)c4ccccc4)CC3)cc2c1	-9	12	-2	-2	-1	2	0	0	-2	4
18	CCOC(=O)C1CCN(S(=O)(=O)c2ccc3c4c2CC(=O)N4CC(C)S3)CC1 (stereo not given)	5	-18	2	6	2	1	5	-2	1	-10
19	CC(C)C(NC(=O)OCc1ccccc1)C(=O)NC1CCCCC1 (stereo not given)	0	-4	-1	-2	1	-1	-9	7	2	0
20	CN(C)CCCNS(=O)(=O)c1ccc(N2CCN(Cc3ccc4c(c3)OCO4)CC2)c([N+](=O)[O-])c1	7	1	-6	10	0	-1	15	-2	1	4
21	CCN(CC)C(=O)CSc1nnc(CCN)o1	5	4	-1	2	3	2	-1	3	19	5
22	CNC(=O)C1CCC(=O)N1Cc1ccccc1Cl (stereo not given)	-3	-2	0	-1	3	-1	-2	-1	-3	-6
23	Cc1ccc2nc(-c3ccc(NC(=O)CSc4nnc(Cc5cccs5)n4C)cc3)sc2c1	.	-9	3	9	.	-3	-13	-1	-1	-9
24	CCOc1ccc(NC(=O)C(=O)NCc2ccncc2)cc1	7	0	1	-3	2	-4	1	-1	3	-4
25	CCOc1ccc(C(=O)OC(C)CN2CCN(C)CC2)cc1 (stereo not given)	-1	-1	3	-5	-2	4	4	2	2	4
26	CC(=O)Nc1ccc(S(=O)(=O)N2CCC(NC(=O)C(Cc3cccc(F)c3)NC(C)=O)CC2)cc1 (stereo not given)	-2	3	-5	1	-4	-1	-2	-3	-2	2
27	Cc1cc(=O)[nH]c(SCC(=O)Nc2nc(-c3ccccc3)cs2)n1	-23	-5	-2	36*	3	6	-5	-2	-3	-1
28	CCC(Oc1ccccc1)C(=O)Nc1nnc(S(=O)(=O)N2CCCCC2)s1 (stereo not given)	-4	-3	4	34	3	5	-24	2	-2	-1
29	CCOc1cc(C)c(-c2onc(C(F)(F)F)c2-c2csc(C)n2)c(O)c1	-27	-11	4	2	2	3	-17	-5	0	-3
30	COCCN1Cc2cccc(C(=O)Nc3cccc(OC)c3)c2C1=O	-4	-4	2	4	7	-5	-3	-4	3	-7
31	O=C(CNCCN1CCOCC1)Nc1ccccc1Sc1ccccc1	5	3	0	-8	-1	-4	20	2	0	-1
32	CCCCc1nc2cc(C(=O)NCc3cc(C)n(C)n3)ccc2o1	1	9	-6	-6	1	9	-8	4	7	-4
33	COc1cccc2[nH]c3c(N4CCC(C(N)=O)CC4)ncnc3c12	-1	3	2	3	2	2	-3	2	3	-3
34	NC(=O)C1CCN(CC(=O)Nc2ccc3c(c2)OCCO3)CC1	-3	-3	0	1	3	-4	2	1	0	0
35	CN(C)/C=C1/C=C(c2ccccc2)OC1=O	5	2	-1	7	-2	-2	4	3	6	0
36	COc1cccc(N2CCN(C(=O)Cn3c(=O)oc4ccccc43)CC2)c1	2	8	2	-2	-11	-6	3	-2	0	3
37	O=C(N/N=C/c1sc(=O)[nH]c1-[n+]1ccccc1)c1ccccc1[O-]	7	8	-3	-4	3	-7	9	-5	-1	1
38	COc1ccc(NS(=O)(=O)c2ccc(C(=O)N3CCN(c4ccc(F)cc4)CC3)cc2)cc1	-2	0	-3	4	6	-2	-5	1	0	-6
39	C/C(=N\NC(=O)Cn1nnc2ccccc21)c1ccco1	-6	4	0	0	2	-3	0	-2	-2	1
40	CCOC(=O)C1=CCC(c2cc3ccccc3[nH]2)NC1 (stereo not given)	.	6	4	5	0	-3	7	-1	2	3
41	CCC(C)C(NC(=O)C1CCC(C)CC1)C(=O)NCc1ccco1 (stereo not given)	1	4	1	-2	6	-3	8	2	3	-6
42	CSc1ccccc1NC(=O)C1CCCN(S(C)(=O)=O)C1 (stereo not given)	-10	-2	1	-1	2	1	0	-1	2	9
43	O=C(CSc1nnnn1C1CCCCC1)NNC(=O)c1ccco1	9	1	1	-1	1	4	-2	2	0	0
44	O=S(=O)(Nc1cc(Sc2ncn[nH]2)c(O)c2ccccc12)c1ccccc1	.	9	9	22	2	-4	21	11	64*	6
45	CCOc1ccc(NC(=S)N2CCCN(Cc3cccc(Cl)c3)C2)cc1	-15	7	-11	-1	6	-1	0	-1	-4	-4
46	COc1ccccc1CN1CC(C(=O)NCc2cnn(C)c2)CCC1=O (stereo not given)	1	0	1	-2	1	1	-3	2	-2	-5
47	O=C(CN1CCC(n2nnc3cc(F)ccc32)CC1)N1CCc2ccccc2C1	-5	2	-4	-8	-1	2	-3	-3	-3	-3
48	CCC1(C)Cc2ccccc2/C(=C/C(=O)N2CCCCC2)N1 (stereo not given)	1	3	-8	-7	4	-1	18	8	22*	-13
49	CCCc1nc2ccccc2c(=O)n1NC(=O)c1c(O)c2ccccc2n(C)c1=O	3	6	0	3	4	-5	1	1	-3	-4
50	CC(C)c1ccc(NC(=O)COc2ccccn2)cc1	4	1	-3	-2	0	2	-1	-3	-1	-2
51	CC(C)(C)C(=O)Nc1ccc(C(=O)COC(=O)C2=COCCO2)cc1	-2	-7	0	-4	-6	3	-2	1	2	0
52	Cc1ccccc1S(=O)(=O)Nc1nc2ccccc2nc1NCCO	3	10	3	9	7	-2	3	4	-1	-1
53	O=C(OC1Cn2c(=O)ccc(=O)n2C1)c1ccc([N+](=O)[O-])cc1	6	5	4	0	2	4	7	-2	-3	1
54	O=S(=O)(c1cc(Cl)ccc1Br)N1CCOCC1	2	2	2	-3	-2	1	3	6	-2	4
55	CC(C)NC(=O)COC(=O)c1cc(F)c(F)cc1Cl	3	-1	1	3	4	-1	6	-2	-2	-1
56	CC(C)NC(=O)CSc1nc2ccccc2n1-c1ccccc1	2	-3	-4	-3	-6	4	-1	-1	2	-5

Entries above with a Cl atom (seven):
No.	SMILES	HTRA1 inh	SIAE inh	NPR1 activator	rCAG RNA binder	TCR CD3 inh	MBD2 inh	mABHD4 FP	UHRF1 MBD2 ctr	PRMT1 FP inh	NPR2 activator
6	CCn1c(SCc2ccc(C(=O)O)cc2)nnc1-c1ccc(Cl)cc1	-1	0	-1	2	9	2	-4	-1	1	-3
7	COc1ccc(Cl)cc1-c1cc(C(=O)NC2CCCCC2)[nH]n1	.	-1	38	1	-7	-1	-10	-1	-4	23
15	CCOc1nnc(C)c2c(C)n(-c3ccc(Cl)cc3)nc12	-6	-4	3	-1	3	2	5	-2	2	-4
22	CNC(=O)C1CCC(=O)N1Cc1ccccc1Cl (stereo not given)	-3	-2	0	-1	3	-1	-2	-1	-3	-6
45	CCOc1ccc(NC(=S)N2CCCN(Cc3cccc(Cl)c3)C2)cc1	-15	7	-11	-1	6	-1	0	-1	-4	-4
54	O=S(=O)(c1cc(Cl)ccc1Br)N1CCOCC1	2	2	2	-3	-2	1	3	6	-2	4
55	CC(C)NC(=O)COC(=O)c1cc(F)c(F)cc1Cl	3	-1	1	3	4	-1	6	-2	-2	-1

A portion of the library, so the mix of outcomes need not match the whole.
